FXIa inh – inhibitors of human coagulation factor XIa; P03951; purified human FXIa, fluorogenic AMC substrate cleavage; inhibition, % at 10 µM; 33,000 compounds, 0.3% hits;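 active = inhibition above 40% in the primary screen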;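 also: 0% = enzyme without compound and 100% = blank wells lacking enzyme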
Target sequence (P03951 19-387 limits assumed): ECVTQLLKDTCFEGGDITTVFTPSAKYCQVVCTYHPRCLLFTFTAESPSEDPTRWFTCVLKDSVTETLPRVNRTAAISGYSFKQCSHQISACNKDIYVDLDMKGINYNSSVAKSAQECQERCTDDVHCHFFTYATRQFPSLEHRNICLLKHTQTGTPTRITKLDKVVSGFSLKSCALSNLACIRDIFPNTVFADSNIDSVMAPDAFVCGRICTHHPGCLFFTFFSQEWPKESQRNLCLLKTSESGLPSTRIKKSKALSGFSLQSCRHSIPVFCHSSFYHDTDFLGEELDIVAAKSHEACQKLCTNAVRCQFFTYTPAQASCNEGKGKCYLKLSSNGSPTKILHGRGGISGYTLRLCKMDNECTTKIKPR
Target sequence (P03951 388-625 limits assumed): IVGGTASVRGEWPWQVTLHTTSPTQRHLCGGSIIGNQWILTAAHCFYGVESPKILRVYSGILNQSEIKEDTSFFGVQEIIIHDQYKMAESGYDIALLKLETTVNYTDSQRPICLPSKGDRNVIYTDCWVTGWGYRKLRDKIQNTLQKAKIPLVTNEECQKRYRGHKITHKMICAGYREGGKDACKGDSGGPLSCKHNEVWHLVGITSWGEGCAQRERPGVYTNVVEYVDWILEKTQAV
FXIIa single – inhibitors of human coagulation factor XIIa; P00748; purified human FXIIa, AMC substrate fluorescence, 2 h; inhibition, % at 10 µM; 33,000 compounds, 0.2% hits; in the data active = inhibition above about 30%;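 also: 0% = enzyme with vehicle only and 100% = no enzyme blank; many of its hits are not listed in these tables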
* = called active by the depositor. This is a subset (hit frequency here may not be typical).

SMILES	FXIa inh	FXIIa single
COc1cccc(-c2nn(-c3ccccc3)cc2CO)c1	1	0
O=C(NCCCCNC(=O)c1ccc(Cl)s1)c1ccc(Cl)s1	-3	2
Cc1ccc(CNC(=O)c2csc3c2CCCCC3)cc1	-4	3
O=[N+]([O-])c1cccnc1N1CCC(c2cc(-c3cccc(C(F)(F)F)c3)n[nH]2)CC1	2	-3
COc1ccc(-c2nnc(SCC(=O)Nc3ccc(C)cc3)n2C)cc1	-2	3
Cc1ccc(C=Nc2ccccc2C(N)=O)cc1	6	-4
COc1ccc(NC(C)=O)cc1NC(=O)CCn1c(=O)sc2ccccc21	3	8
Cc1cccc(NC(=O)/C(=C\c2ccco2)NC(=O)c2ccccc2)c1	-6	3
CN1C(=O)CSC1=NCC12CC3CC(CC(C3)C1)C2	-6	-1
COc1ccccc1/C=C/C1(C(=O)NC2CCCC2)CC(=O)N1c1ccc(F)cc1 (stereo not given)	2	-11
Brc1ccc(-c2cn3nc4c(nc3n2)CCCC4)cc1	-6	2
O=C(Oc1ccccc1C(=O)N1CCOCC1)c1ccc(Br)cc1	-2	9
Cc1ccc(OCC(=O)Nn2cnc3ccccc32)cc1	13	-16
CCn1nnnc1SCC(=O)NC1CCCC1	6	3
CC(C)CCn1c(Oc2ccc(Cl)cc2)nc2c1c(=O)n(C)c(=O)n2C	12	2
COc1cccc(C(=O)NC2=NCCS2)c1OC	-1	3
CCc1cccc(C)c1NC(=O)c1cc(C)oc1C	4	5
Cc1ccc(S(=O)(=O)N(CCC(=O)O)Cc2ccc(Cl)cc2)cc1	0	2
O=S1(=O)CCC(N2CCOCC2)C1 (stereo not given)	6	8
O=S(=O)(Cc1ccccc1)NCc1ccccn1	5	6
Cc1nc2nc(-c3ccc(Cl)cc3)cn2nc1C	3	-26
COC(=O)c1ccc(Cl)c(NC(=O)CSc2ncn[nH]2)c1	-3	-1
CCCOC(=O)c1[nH]c2c(c1C)C(=O)CC(c1cccs1)C2 (stereo not given)	3	3
COC(=O)C1=C(C(=O)c2ccccc2)C(c2ccc(O)c(OC)c2)n2nnnc2N1 (stereo not given)	-15	-12
CCOC(=O)COc1ccc(S(=O)(=O)Nc2cccc(SC)c2)cc1	-5	-4
(cont.)
SMILES	FXIa inh	FXIIa single
O=C(Nc1ccc(Cl)cc1)c1cc(S(=O)(=O)N2CCOCC2)cs1	15	-17
CC1CCCC(C)N1C(=O)CSc1nnc(COc2ccccc2)n1-c1ccccc1 (stereo not given)	-3	5
COc1ccc(Nc2ncccc2C(=O)O)cc1	10	6
S=C(NN=C1C2CC3CC(C2)CC1C3)Nc1ccccc1	-7	0
COc1ccc(S(=O)(=O)CCC(=O)N(C)c2ccc(OC)cc2OC)cc1	33	-8
CCN(CC)c1nc2ccccc2[nH]1	-7	3
CC(=O)Nc1nc2cc3c(cc2s1)OCO3	-15	-15
O=c1cc(-c2ccccc2)n(S(=O)(=O)c2ccc3ccccc3c2)o1	25	-7
C=C(C)C1Cc2c(C)nn(-c3nc(C)cc(C)n3)c2C1 (stereo not given)	7	4
Cc1ccc(C(=O)Nc2ccccc2C(=O)NC2CCCCC2)cc1S(=O)(=O)N1CCOCC1	3	5
CCCN1C(=O)SC(CC(=O)Nc2ccc(C)cc2)C1=O (stereo not given)	0	6
CCOn1c(SC(C)C)nc2ccccc2c1=O	-11	4
Cn1nc(-c2ccc(N3CCOCC3)c(NS(=O)(=O)c3ccc(Cl)cc3)c2)c2ccccc2c1=O	6	5
COc1cccc(-c2nc(-c3ccccn3)no2)c1OC	2	5
COc1ccc(N2CCN(CCCNC(=O)c3cc4sccc4n3C)CC2)cc1	3	-20
COCCCNC(=O)C1CC(=O)OC1c1ccc(OC)c(OC)c1 (stereo not given)	-14	5
CC(Oc1ccc(Cl)cc1Cl)c1nc(-c2ccccn2)no1 (stereo not given)	10	10
CC(C)OC(=O)N(C)c1ccc(C(O)(C(F)(F)F)C(F)(F)F)cc1	-4	-4
CC(=O)c1ccc(OC(=O)c2ccc(Br)o2)cc1	13	50*
Cc1ccc(NC(=O)C2CCCN2S(=O)(=O)c2ccc(F)cc2)c(C)c1 (stereo not given)	7	3
Cn1c(=O)c2c(nc(SCC(=O)O)n2Cc2cc3c(cc2Cl)OCO3)n(C)c1=O	-4	2
O=C(NCc1ccco1)C1(c2ccc(Cl)cc2)CCCC1	-4	1
COc1ccc(NC(=O)CSc2nnc(CNC(=O)c3ccco3)o2)c(OC)c1	-6	3
N#C/C(=N\Nc1ccc(F)cc1)C(=N)N1CCCCC1	2	-3
CCOc1ccccc1NC(=O)Nc1cc(OC)ccc1OC	0	8
Continuation:
SMILES	FXIa inh	FXIIa single
CCOc1ccc(C)cc1-n1nc2ccccc2n1	1	1
CNC(=O)OCc1cccc(COC(=O)NC)n1	1	7
C=CCC1c2cccc(C(=O)OC)c2C(=O)N1c1ccccc1 (stereo not given)	-3	7
CCC(C)N1CC23C=CC(O2)C(C(=O)OCc2ccccc2)C3C1=O (stereo not given)	4	2
Cc1ccc(CN(c2ccc(C(=O)N3CCc4ccccc4C3)cc2)S(C)(=O)=O)cc1	-5	0
CCOC(=O)N1CCN(C(=O)c2ccc(C)c(S(=O)(=O)Nc3ccccc3)c2)CC1	1	5
Cc1cc(NCCCN(C)C)n2nc(-c3cccs3)cc2n1	13	5
CCC(C)[C@H](NC(=O)OC(C)(C)C)C(=O)N/N=C/c1cccc2nccnc12 (stereo not given in full)	27	-15
c1ccc(CSc2nnnn2-c2ccccc2)cc1	-10	6
O=C(Nc1ncccc1Cl)C1COc2ccccc2O1 (stereo not given)	-7	-3
Cc1n[nH]c(C)c1S(=O)(=O)N1CCCC(C(=O)N2CCc3ccccc32)C1 (stereo not given)	-3	14
COc1ccc(-c2c(C)nn(-c3ccccc3)c2N)cc1	-4	2
Cc1ccc(C)c2c1sc(=NC(=O)CN1C(=O)CCC1=O)n2C	3	6
Cc1cccc(NC(=O)Cc2cccs2)n1	6	8
O=C1NCCCN1Cc1ccc(F)cc1	-3	-7
COc1cccc(CN2CCSCC2)c1	3	2
CS(=O)(=O)N(Cc1ccccc1)c1ccc(C(=O)N2CCc3ccccc3C2)cc1	0	0
O=C(Nc1nc2ccc(S(=O)(=O)N3CCCCC3)cc2s1)c1cccnc1	-2	6
O=C(c1cccs1)c1coc2ccc(O)c(CN(CCO)CCO)c12	3	9
C/C(=N\OC(=O)c1ccc(Cl)c(Cl)c1)c1sc(C)nc1C	11	6
Cc1onc(-c2ccccc2)c1C(=O)Nc1cccc2nsnc12	-1	1
O=C(CCCN1C(=O)CCC1=O)Nc1ccc2c(c1)OCO2	-3	4
COc1c(C)cccc1C(=O)Nc1ccc(N2CCOCC2)c(Cl)c1	2	3
COc1ccc2c(C)cc(=O)[nH]c2c1	-6	7
Cc1nc2c(Cl)cc(Cl)cc2[nH]1	4	4
Additional compounds.
SMILES	FXIa inh	FXIIa single
O=C(CSCCc1ccccn1)Nc1cccnc1Cl	9	5
CC(C)C(=O)Nc1ccc2oc(-c3cc(F)c(F)cc3Cl)nc2c1	-6	-2
CCn1c(SCc2ccccc2Cl)nc2ccccc21	3	8
CC(C)Cn1cnc2c(c(-c3ccccc3)c(-c3ccccc3)n2Cc2ccco2)c1=N	-4	5
C=CCc1ccc(OCCOc2cccc(/C=N/n3cnnc3)c2)c(OC)c1	-9	5
Cc1cccc(N2C(=O)CN=C2Nc2nc(C)cc(C)n2)c1	9	7
Cc1ccc2[nH]cc(CCNC(=O)c3cccnc3)c2c1	0	6
CCOC(=O)c1c(C)n(CCO)c2ccc(O)cc12	2	4
Cc1noc(C)c1C(=O)Nc1nc(C23CC4CC(CC(C4)C2)C3)cs1	-1	12
Cc1cc(NC(=O)CS(=O)(=O)c2cn(Cc3cccc(F)c3)c3ccccc23)no1	3	9
Nc1cc(=O)[nH]c(SCC(=O)Nc2cccc(Cl)c2)n1	22	-15
CCOC(=O)C(CC(=O)O)N1CCCCC1 (stereo not given)	0	4
COc1cccc(S(=O)(=O)NCc2ccc3c(c2)OCO3)c1	5	1
Cc1ccc(S(=O)(=O)c2ccc(C)cc2)cc1	10	4
CCCSc1nc(C)nc2c1c(=O)n(C)c(=O)n2C	-16	-14
O=C(CSc1nnc(Cn2cnc3ccccc32)o1)Nc1cccc2ccccc12	30	-10
CSc1nnc(-c2sc3cc(C(F)(F)F)cnc3c2-c2ccccn2)n1C	-4	-1
CCn1c(=O)cc(SCC(=O)N2CCN(C)CC2)c2ccccc21	-2	-3
C=CCc1c(C)nc(SCC(N)=O)[nH]c1=O	-2	-1
CN1CCN(C(=O)CCCOc2cc(=O)n(C)c3ccccc23)CC1	6	9
CCCCCC1CC(/C(C)=N/NC(N)=O)OC1=O (stereo not given)	0	12
COc1ccc(-c2cc(C(=O)Nc3ccc(C)cc3)no2)cc1	3	1
Clc1ccc(OCCSc2ncccn2)cc1	-5	4
CC(Sc1nncn1C)C(=O)Nc1nnc(-c2ccccc2)s1 (stereo not given)	-2	6
CCOc1ccc2c(c1)C(c1ccccc1)=NNC(c1ccccc1)=N2	6	20
Further records
SMILES	FXIa inh	FXIIa single
O=C(CN1/C(=C(/O)c2ccccc2)C(=O)c2ccccc2S1(=O)=O)c1ccccc1	16	-12
COC(=O)C1CSc2[nH]c(=O)sc2C1c1ccc(O)c(OC)c1 (stereo not given)	-3	9
CCN1C(=O)c2cccc3c(NC(=O)c4ccc(OC)c(OC)c4)ccc1c23	8	4
CCOC(=O)C1CCN(C(=O)Cc2cccc3ccccc23)CC1	-11	23
C=CC[n+]1c(-c2ccc(OC)c(OC)c2)csc1NNC(=O)Nc1ccccc1	-13	8
COc1ccc2c(C(=O)CN3CCC(C)CC3)c[nH]c2c1	-8	5
CC12CC(c3ccccc3O1)N(C(=O)c1ccco1)C(=S)N2c1ccc(F)cc1 (stereo not given)	6	5
CCOc1ccc(NC(=NCc2ccc3c(c2)OCO3)SC2CC(=O)N(c3ccccc3)C2=O)cc1 (stereo not given)	6	5
CC(=O)Nc1c(C(=O)N2CCCCCC2)cnn1-c1ccccc1Cl	-4	3
COc1ccc(-c2ccc(OC)cc2C(=O)O)cc1	6	4
CCS(=O)(=O)N1CCN(S(=O)(=O)c2ccc(F)cc2)CC1	-4	9
Cc1ccc(S(=O)(=O)N2CCOCC2)cc1C(=O)NCc1ccc(F)cc1	-1	-5
CCOC(=O)C1CCCN(Cc2ccccc2Cl)C1 (stereo not given)	0	1
COCCCNC(=O)Cn1nnc(-c2ccc(NC(=O)c3ccccc3OC)cc2)n1	4	-3
O=C1Nc2ccccc2SC(c2ccccc2)C1O (stereo not given)	-1	4
CCCC(C)C(=O)Nc1ccc(Cl)cn1 (stereo not given)	7	0
CC(O)c1cccc(NC2=CC(=O)CC(C)(C)C2)c1 (stereo not given)	-3	-1
O=C(CSc1ncn[nH]1)c1ccc2c(c1)OCCO2	-1	17
CC1(C)CC(NC(=O)COc2ccc3ccccc3c2)CC(C)(C)N1	31	-14
O=c1c2cnn(-c3ccccc3)c2ncn1Cc1ccccc1	5	3
CS(=O)(=O)Nc1ccccc1C(=O)Nc1ccccc1Cl	-1	4
Cc1ccccc1C(=O)Nc1ccc(S(=O)(=O)N2CCN(C)CC2)cc1	-3	5
O=C(NC1(C(F)(F)F)C(=O)Nc2c1c(=O)[nH]c(=O)n2Cc1ccccc1)c1ccco1 (stereo not given)	-7	3
Oc1ccc(-c2nnc(-c3ccc(O)cc3)nn2)cc1	-1	-11
Cc1ccc(SCCNC(=S)Nc2cc(C)cc(C)c2)cc1	7	7

Gathered by group: the entries above containing bromine
SMILES	FXIa inh	FXIIa single
Brc1ccc(-c2cn3nc4c(nc3n2)CCCC4)cc1	-6	2
O=C(Oc1ccccc1C(=O)N1CCOCC1)c1ccc(Br)cc1	-2	9
CC(=O)c1ccc(OC(=O)c2ccc(Br)o2)cc1	13	50*

Following part:
SMILES	FXIa inh	FXIIa single
Cc1ccn(C(=O)c2cc3ccccc3oc2=O)n1	5	1
FC(F)(F)c1cnc2c(-c3ccc(Cl)cc3Cl)noc2c1	0	12
COC(=O)c1ccc(Cn2cc(Cl)cn2)cc1	-1	5
O=C(Nc1ccc2nc(-c3ccco3)[nH]c2c1)c1ccco1	4	7
CC(C)CC(=O)Nc1ccccc1N1CCOCC1	1	-14
COc1ccc(Cl)cc1C(=O)Nc1ccc(S(=O)(=O)N2CCCC2)cc1	-6	3
CCCC(C)C(=O)Nc1ccc(Cl)cc1Cl (stereo not given)	22	-5
CCOC(=O)C1=C(C)NC(=O)CC1c1cc2c(cc1Br)OCO2 (stereo not given)	1	28
CCN1CCN(C(=O)CN(Cc2ccccc2)S(C)(=O)=O)CC1	6	6
Cc1cc(N)n(-c2ccc3ccccc3c2)n1	-9	6
CCC(=O)Oc1ccc(C(CC)C(CC)c2ccc(OC(=O)CC)cc2)cc1 (stereo not given)	8	3
CC1CCc2c(sc3ncnc(SCC(=O)c4ccccc4)c23)C1 (stereo not given)	4	-1
Clc1ccc(-c2nc3cnccn3c2Nc2ccc3c(c2)OCO3)cc1	1	4
Cc1cccc(NC(=O)CSc2nnc(-c3ccccc3)n2N)c1	3	3

Fetched one by one from the list above:
SMILES	FXIa inh	FXIIa single
Clc1ccc(-c2nc3cnccn3c2Nc2ccc3c(c2)OCO3)cc1	1	4
CCC(=O)Oc1ccc(C(CC)C(CC)c2ccc(OC(=O)CC)cc2)cc1 (stereo not given)	8	3
COC(=O)c1ccc(Cn2cc(Cl)cn2)cc1	-1	5
Cc1cc(N)n(-c2ccc3ccccc3c2)n1	-9	6

Rewritten bar-delimited: entries from further up.
canonical_smiles | FXIa inh | FXIIa single
Cc1nc2c(Cl)cc(Cl)cc2[nH]1 | 4 | 4
O=C(CSCCc1ccccn1)Nc1cccnc1Cl | 9 | 5

3 entries from above, arranged by length of the SMILES, rising:
SMILES	FXIa inh	FXIIa single
CCCC(C)C(=O)Nc1ccc(Cl)cc1Cl (stereo not given)	22	-5
COC(=O)c1ccc(Cn2cc(Cl)cn2)cc1	-1	5
Cc1ccn(C(=O)c2cc3ccccc3oc2=O)n1	5	1
